AMA1-RON2 inh – qHTS for Inhibitors of AMA1-RON; Towards Development of Antimalarial Drug Lead: Primary Screen; Plasmodium falciparum AMA1 (3D7) - RON2 peptide interaction; AlphaScreen AMA1-biotinylated RON2 peptide binding; Potency, µM (series often up to 58.2 µM), without a hit: top-dose activity change, negative = inhibition, most hits filed as inhibitors; 360,000 tested, 0.2% active; AID 720542, 2013;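 note: potency is the fitted concentration of half-maximal effect; 0% = vehicle wells and -100% = peptide control; nearly all actives have a fitted effect of over 45% in size; some results filed as inactive show a strong effect at the top dose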
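AMA1 (3D7) with his tag at 25 nM final met compounds first, then biotinylated RON2 peptide at 25 nM; detection used donor plus acceptor beads, 10 µg/mL apiece, read by AlphaScreen after 30 min at room temperature.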
Pf growth 48h – Primary qHTS for delayed death inhibitors of the malarial parasite plastid, 48 hour incubation. P. falciparum luciferase growth in erythrocytes, 48 h. Potency, µM (highest dose often 28.7 µM), for the others: at the top dose activity change, negative = inhibition, usual class: inhibitors. 310,000 tested, 5.9% active. AID 504832, 2011; note: potency is the fitted concentration of half-maximal effect; % is set by controls: 0 for no effect and ±100 for the full control effect
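First compound was added to culture medium, then infected red cells at 0.1% parasitemia and 2% hematocrit (final). After incubation at 37 C under 5% CO2, luciferase detection reagent was dispensed and light output recorded.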
LmPK inhibitor – qHTS Assay for Inhibitors of Leishmania Mexicana Pyruvate Kinase (LmPK); 290,000 tested, 0.37% active; AID 1721, 2009; purified LmPK, Kinase-Glo ATP luminescence, 1 h; Q27686; Potency, µM (highest dose often 57.5 µM), for inactives: at the top dose activity change, negative = inhibition, actives largely listed as inhibitors; note: potency is the fitted concentration of half-maximal effect; % is set by controls: 0 for no effect and ±100 for the full control effect
Target sequence (Q27686 whole entry, looked up): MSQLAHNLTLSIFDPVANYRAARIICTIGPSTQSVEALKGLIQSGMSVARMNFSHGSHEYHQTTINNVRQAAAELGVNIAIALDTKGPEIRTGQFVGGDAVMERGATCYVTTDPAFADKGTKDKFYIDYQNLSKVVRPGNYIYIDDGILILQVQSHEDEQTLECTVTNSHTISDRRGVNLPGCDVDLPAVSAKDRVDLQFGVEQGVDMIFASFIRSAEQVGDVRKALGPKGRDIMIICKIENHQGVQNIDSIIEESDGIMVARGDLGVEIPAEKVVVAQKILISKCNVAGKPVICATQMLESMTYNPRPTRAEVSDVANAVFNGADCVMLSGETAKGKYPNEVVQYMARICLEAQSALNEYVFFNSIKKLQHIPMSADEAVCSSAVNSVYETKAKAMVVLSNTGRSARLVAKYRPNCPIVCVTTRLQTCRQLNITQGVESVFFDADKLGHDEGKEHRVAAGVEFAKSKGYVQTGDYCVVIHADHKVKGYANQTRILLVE
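In 50 mM imidazole pH 7.2 with 7 mM MgCl2, LmPK (0.1 nM) turned over PEP (0.5 mM) and ADP (0.1 mM) for 1 h at room temperature. Luciferase read-out of ATP.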
Cycloheximide cs – Cycloheximide Counterscreen for Small Molecule Inhibitors of Shiga Toxin; AID 2314, 2010; max response, %; cell reporter, cycloheximide protein synthesis inhibition counterscreen; 300,000 tested, 12% active; in the data active = max response mostly above about 13%, no sharp cut-off; inactive = mostly below about 14%; note: read at 38.3 µM for the half of the compounds with a filed dose; 0% is about no effect
Tb PYK inh – qHTS of Trypanosoma Brucei Inhibitors. pyruvate kinase (Trypanosoma brucei), Q57TT1. TbPYK enzyme, Kinase-Glo Plus ATP luminescence, 45 min. Potency, µM (titrated, usually from 76.8 µM), for inactives: at the highest dose activity, negative = inhibition, usual class: inhibitors. 410,000 tested, 0.12% active; note: potency is the fitted concentration of half-maximal effect; % is set by controls: 0 for no effect and ±100 for the full control effect; nearly all actives have a fitted effect of over 50% in size
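Glycolytic pyruvate kinase of T. brucei was incubated with substrate, test compound and 130 uM ADP for 45 minutes at room temperature. Luminescent Kinase-Glo Plus signal was measured after 10 minutes.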
Pf growth 96h – Primary qHTS for delayed death inhibitors of the malarial parasite plastid, 96 hour incubation. 320,000 tested, 6.9% active. Potency, µM (highest dose often 28.7 µM), for the others: at the top dose activity change, negative = inhibition, usual class: inhibitors. AID 504834, 2011. P. falciparum luciferase reporter growth, 96 h; note: potency is the fitted concentration of half-maximal effect; % is set by controls: 0 for no effect and ±100 for the full control effect
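P. falciparum expressing integrated firefly luciferase grown in erythrocytes (2% hematocrit, 0.05% parasitemia final) with compounds for 96 hours at 37 C, 5% CO2. Growth inhibition read as loss of luminescence after adding luciferase detection reagent.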
Shiga toxin inh – A qHTS for Small Molecule Inhibitors of Shiga Toxin | Vero cells, Shiga toxin protein synthesis inhibition reporter | inhibition, % at 38.7 µM | 290,000 tested, 9.2% active; in the data active = inhibition mostly above about 28%, no sharp cut-off; inactive = mostly below about 43%; note: 0% is about no effect
The depositor's hits bear a star; i = inactive; ? = inconclusive; / = not tested or not shown; + = active, no number; ! = not active in a repeat; [ ] = remark or other dose. Unless noted, calls come from the whole dose curve; as a rule, active = well fitted curve in the direction sought with a large enough effect; inconclusive = small, poorly fitted or top-dose-only effect, or another doubt; inactive = no such curve, though single readings can be large; an effect the other way counts as inactive or inconclusive.

SMILES	AMA1-RON2 inh	Pf growth 48h	LmPK inhibitor	Cycloheximide cs	Tb PYK inh	Pf growth 96h	Shiga toxin inh
CC(NC(=O)c1ccc(F)cc1)c1ccc(F)cc1 (centres undefined)	22%	-8%	-2%	-1	1%	12%	-6
O=C(NCCC1CCCCN1S(=O)(=O)c1ccccc1)C(=O)Nc1ccccc1F (centres undefined)	-16%	2%	/	/	-4%	4%	/
CCOC(=O)C1=C(CN2CCSCC2)NC(=O)NC1c1cccc([N+](=O)[O-])c1 (centres undefined)	-5%	30%[5.75 µM]	-3%	0	5%	7%	-5
COc1ccc(CCNC(=O)CSc2nc3[nH]ncc3c(=O)[nH]2)cc1OC	4%	-13%	17%	-6	2%	0%	19
CC1CCC(NC(=O)COC(=O)C2=NN(c3ccccc3)C(=O)CC2)CC1 (centres undefined)	3%	-3%	/	/	6%	16%	/
CCc1ccccc1NC(=O)CN1CCC(NC(=O)COC)CC1	-6%	50%[activator]	1%	-2	-9%	/	-5
CCC(C)NS(=O)(=O)c1ccc(S(=O)(=O)N2CCCC3(CCCCC3)C2)cc1 (centres undefined)	-8%	?	1%	-2	-14%	/	-11
COc1ccc(CCNC(=O)CSc2nc3ccccc3o2)cc1OC	-17%	/	-3%	-1	4%	8%	17
CC(C)Cc1nc(C(N)=O)c2[nH]c(=O)n(-c3ccc(F)cc3)c2n1	8%	/	5%	-5	-8%	11%	-7
COCCn1c(SC(C)C(=O)Nc2ccc(Cl)cn2)nnc1-c1ccncc1 (centres undefined)	6%	15%	-3%	1	-5%	11%	-24
CCCN(Cc1ccc(N(CC)CC)cc1)CC1CC1	-12%	12µM*	-1%	0	-2%	1.5µM*	-22
O=C(Nc1nccs1)c1ccc(Cl)s1	128%[activator]	/	6%	20*	-2%	64%[activator]	67
CCc1ccc(Nc2nnc(SCC(=O)N(C)C3CCS(=O)(=O)C3)s2)cc1 (centres undefined)	19%	9.3µM*	-2%	17*	3%	?	23
CCOC(=O)Cc1csc(NC(=O)C(C)c2ccc([N+](=O)[O-])cc2)n1 (centres undefined)	-14%	9.3µM*	-1%	-1	1%	23%	12
COc1cccc(NCc2cc3c(C(C)(C)C)nn(-c4ccccc4)c3[nH]c2=O)c1	-22%	?	4%	22	-4%	/	56
O=c1c(F)cn(C2CCCO2)c(=O)n1Cc1c(Cl)cccc1Cl (centres undefined)	2%	/	-9%	-2	3%	13µM*	15
COc1ccc(NC(=O)c2ccc(N(C)S(C)(=O)=O)cc2)cc1OC	-7%	26%	-9%	13	2%	-2%	31
Cc1cnc(C(=O)OCC(=O)NC2CCCCCCC2)cn1	-2%	0%	-14%	4	-6%	6%	13
COc1ccc(/C=C/C(=O)NCC(=O)N/N=C/c2cccs2)cc1	1%	31%[activator]	0%	-1	-10%	2%	2
CC(=O)Nc1ccccc1OCc1nnc(-c2ccccc2Cl)o1	-23%	41%[activator]	-4%	7	-7%	64%[activator]	14

An excerpt of these results, with two lines to a compound.
Under each structure – AMA1-RON2 inh	Pf growth 48h	LmPK inhibitor	Cycloheximide cs	Tb PYK inh	Pf growth 96h	Shiga toxin inh
> COc1ccc(CCNC(=O)CSc2nc3[nH]ncc3c(=O)[nH]2)cc1OC
    4%	-13%	17%	-6	2%	0%	19
> CC1CCC(NC(=O)COC(=O)C2=NN(c3ccccc3)C(=O)CC2)CC1 (centres undefined)
    3%	-3%	/	/	6%	16%	/
> CCc1ccccc1NC(=O)CN1CCC(NC(=O)COC)CC1
    -6%	50%[activator]	1%	-2	-9%	/	-5
> CCC(C)NS(=O)(=O)c1ccc(S(=O)(=O)N2CCCC3(CCCCC3)C2)cc1 (centres undefined)
    -8%	?	1%	-2	-14%	/	-11
> COc1ccc(CCNC(=O)CSc2nc3ccccc3o2)cc1OC
    -17%	/	-3%	-1	4%	8%	17
> CC(C)Cc1nc(C(N)=O)c2[nH]c(=O)n(-c3ccc(F)cc3)c2n1
    8%	/	5%	-5	-8%	11%	-7
> COCCn1c(SC(C)C(=O)Nc2ccc(Cl)cn2)nnc1-c1ccncc1 (centres undefined)
    6%	15%	-3%	1	-5%	11%	-24
> CCCN(Cc1ccc(N(CC)CC)cc1)CC1CC1
    -12%	12µM*	-1%	0	-2%	1.5µM*	-22
> O=C(Nc1nccs1)c1ccc(Cl)s1
    128%[activator]	/	6%	20*	-2%	64%[activator]	67
> CCc1ccc(Nc2nnc(SCC(=O)N(C)C3CCS(=O)(=O)C3)s2)cc1 (centres undefined)
    19%	9.3µM*	-2%	17*	3%	?	23
> CCOC(=O)Cc1csc(NC(=O)C(C)c2ccc([N+](=O)[O-])cc2)n1 (centres undefined)
    -14%	9.3µM*	-1%	-1	1%	23%	12
> COc1cccc(NCc2cc3c(C(C)(C)C)nn(-c4ccccc4)c3[nH]c2=O)c1
    -22%	?	4%	22	-4%	/	56
> O=c1c(F)cn(C2CCCO2)c(=O)n1Cc1c(Cl)cccc1Cl (centres undefined)
    2%	/	-9%	-2	3%	13µM*	15
> COc1ccc(NC(=O)c2ccc(N(C)S(C)(=O)=O)cc2)cc1OC
    -7%	26%	-9%	13	2%	-2%	31
> Cc1cnc(C(=O)OCC(=O)NC2CCCCCCC2)cn1
    -2%	0%	-14%	4	-6%	6%	13
> COc1ccc(/C=C/C(=O)NCC(=O)N/N=C/c2cccs2)cc1
    1%	31%[activator]	0%	-1	-10%	2%	2
> CC(=O)Nc1ccccc1OCc1nnc(-c2ccccc2Cl)o1
    -23%	41%[activator]	-4%	7	-7%	64%[activator]	14

Later entries
SMILES	AMA1-RON2 inh	Pf growth 48h	LmPK inhibitor	Cycloheximide cs	Tb PYK inh	Pf growth 96h	Shiga toxin inh
CC(NC(=O)C(=O)NN=C1CCCCCC1)c1ccccc1 (centres undefined)	73%[activator]	7%	-1%	-1	9%	44%[activator]	-4
CCOC(=O)c1c(NC(=O)CSc2nnnn2C)sc(C)c1-c1ccc(C)cc1	-2%	8.3µM*	4%	16*	1%	2.3µM*	-16
S=C(NCc1ccccc1)NC1CCSc2ccccc21 (centres undefined)	-3%	2%	-7%	-4	2%	?	-20
Brc1cccc(Nc2nc(-c3cccnc3)cs2)c1	-14%	0%	0%	25*	-3%	102%[activator]	/
CCC(C)NC(=O)c1cc(S(=O)(=O)N2CCCCC2)c[nH]1 (centres undefined)	28%	-12%	-7%	-1	-4%	?	-5
Cc1nccn1CC(=O)N/N=C/c1cc(Br)cs1	3%	15%	-2%	0	-1%	21%	4
O=C(CSc1nnc(-c2ccccc2)o1)N1CCc2ccccc2C1	-4%	16%	2%	2	0%	i	-4
CC(C)(C)OC(=O)N1CCC[C@H]1C(=O)Nc1ccc(Br)cc1	0%	?	-1%	-3	-1%	12%	-5
C[n+]1cccc(/C=N/Nc2nc(Cl)c(C#N)c(Cl)c2Cl)c1	12%	?	0%	0	4%	-22%	-14
COc1ccc(/C=C/C(=O)N[C@H](C(=O)O)C(C)C)cc1	-14%	15%	-5%	7	1%	15%	-6

Two compounds picked at random from the list so far:
SMILES	AMA1-RON2 inh	Pf growth 48h	LmPK inhibitor	Cycloheximide cs	Tb PYK inh	Pf growth 96h	Shiga toxin inh
O=C(CSc1nnc(-c2ccccc2)o1)N1CCc2ccccc2C1	-4%	16%	2%	2	0%	i	-4
CC(C)(C)OC(=O)N1CCC[C@H]1C(=O)Nc1ccc(Br)cc1	0%	?	-1%	-3	-1%	12%	-5

Continuation.
SMILES	AMA1-RON2 inh	Pf growth 48h	LmPK inhibitor	Cycloheximide cs	Tb PYK inh	Pf growth 96h	Shiga toxin inh
Cc1ccc(SCCC(=O)OCC(=O)Nc2ccc(S(N)(=O)=O)cc2)cc1	-10%	9%	5%	-2	2%	-9%	-2
CC(NC(=O)Nc1ccccc1Cl)c1ccc2c(c1)OCO2 (centres undefined)	-1%	11%	-1%	11	-3%	135%[activator]	-4
CC(=O)N=c1ncn(CC(COC(C)=O)OC(C)=O)c2nc[nH]c12 (centres undefined)	0%	10%	-1%	-2	-13%	7.4µM*	-5
Cc1ccc(C)c(N2N=C(C(=O)Nc3ccccc3N3CCCC3)CCC2=O)c1	?	?	-7%	6	5%	?	13
CN(CCNC(=O)CCNC(=O)Cn1ccc2ccccc2c1=O)Cc1ccccc1	6%	?	-6%	-2	-3%	?	-21
O=C(Nc1cccc(F)c1)NC1CCCCC1	2%	111%[activator]	-10%	32*	?	-15%[5.75 µM]	96*
Cc1nn(Cc2nnc(SCC(=O)Nc3cccc(C(F)(F)F)c3)n2C)c(C)c1[N+](=O)[O-]	4%	?	-1%	5	-3%	?	-11
CCOC(=O)N1CCN(C(=O)CSCC(=O)Nc2nc(-c3cccs3)cs2)CC1	0%	-15%	2%	-1	-1%	-20%	11
O=C(O)CSc1nc(C(F)(F)F)cc(=O)n1-c1ccccc1	2%	37%[activator]	11%	2	-7%	12%	-6
Cc1cccc(NC(=O)CC2c3ccccc3Oc3ccccc32)c1	14%	1%	7%	1	-1%	2%	-6
Cc1c(/C=N/O)sc2ccccc12	-16%	?	-1%	-1	3%	38%[activator]	9
C=CCc1cccc2cc(C(=O)O)c(=O)oc12	3%	/	19%	-5	-6%	-16%	-8
NC(=O)NNC1=Nc2cccc3cccc1c23	9%	12%	3%	11	1%	33%[activator]	56
Cc1cc(N/N=C/c2ccc(O)cc2O)c2ccccc2n1	115%[activator]	?	5%	5	-3%	-23%	22
CC(=O)N1CCN(C(=O)c2ccc(Oc3ccccc3)cc2)CC1	-7%	3%	2%	5	2%	?	5
Cc1cc(Cl)ccc1OCC(=O)NCCCN1CCOCC1	0%	2%	3%	-10	2%	?	-11
Cc1ccc(NC(=O)COC(=O)Cn2c(C)csc2=O)c([N+](=O)[O-])c1	4%	27%	/	/	-3%	6%	/
CC1CCN(S(=O)(=O)c2cccc(C(=O)Oc3ccc([N+](=O)[O-])cc3)c2)CC1	-11%	0%	1%	-2	-2%	?	-2
CCCCN1C(=O)NC(NS(=O)(=O)c2ccc(N)cc2)(C(F)(F)F)C1=O (centres undefined)	0%	/	11%	-5	2%	-20%	-11
O=C(Nc1ccccc1F)c1ccc(Br)o1	8%	54%[activator]	-17%	55*	-11%	14%	+!
Cc1cc2ccccc2n1CCNC(=O)c1cccs1	?	-74%	1%	17*	-14%	?	32*
OCCN1CNC(=S)NC1	-10%	13%	3%	0	2%	51%[activator]	24
